Compound activity as filed in PubChem BioAssay.
Measles CPE = protection of cells from measles virus | Measles virus-infected cells, CPE protection, absorbance | AID 841 | protection (pct of control), % at 4 µM | 140,000 tested, 1.5% active; in the data active = protection mostly above about 24%, no sharp cut-off; inactive = mostly below about 26%; note: some compounds called inactive have numbers as strong as hits
GALR2 blocker = blocks the human galanin receptor 2; O43603; GALR2-expressing cells, antagonist mode; inhibition, % at 4 µM; 140,000 tested, 0.39% active; AID 828; in the data active = inhibition above about 27%;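 note: cells stimulated with galanin 1-16 at roughly its EC80; 0% = agonist challenge control and 100% = basal control without agonist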
Target sequence (O43603 whole entry, looked up): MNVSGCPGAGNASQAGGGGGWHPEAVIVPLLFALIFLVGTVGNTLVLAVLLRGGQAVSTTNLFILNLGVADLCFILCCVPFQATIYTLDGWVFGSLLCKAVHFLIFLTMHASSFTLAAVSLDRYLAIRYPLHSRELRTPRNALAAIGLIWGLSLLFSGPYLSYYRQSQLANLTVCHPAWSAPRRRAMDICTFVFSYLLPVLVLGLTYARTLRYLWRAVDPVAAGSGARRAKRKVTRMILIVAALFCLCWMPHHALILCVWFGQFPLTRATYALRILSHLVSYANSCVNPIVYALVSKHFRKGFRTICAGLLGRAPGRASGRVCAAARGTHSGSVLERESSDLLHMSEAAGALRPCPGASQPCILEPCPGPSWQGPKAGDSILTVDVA
PTEN del growth = PTEN-deleted cell growth suppression. HCT116 PTEN-null viability, CellTiter-Glo, 60 h; hits give low values. viability, % at 10 µM. 140,000 tested, 1.2% active. AID 827;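 active = viability at or below a set limit, 4 SD under the median of all tested compounds, cut at about 3.7% in these data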;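 note: PTEN knockout HCT116 line with beta catenin targeted HCT116 as companion control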
Phagocytosis inh = macrophage phagocytosis inhibition | J774A.1 macrophage IgG-bead phagocytosis, imaging | inhibition, % at 5 µM | 110,000 tested, 0.07% active | AID 1029;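 active = inhibition above the mean of the plate negative controls plus 5 SD, cut at about 13% in these data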;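 note: phagocytic index as fraction of beads internalized from green versus red external bead signal; plate controls were DMSO negative control for no effect and cytochalasin-D positive control for full effect; some results beyond the cut were filed as inactive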
E-sel TNF inh = blocks E-selectin expression induced by TNF alpha; HUVEC TNFa-induced E-selectin immunofluorescence, high content; inhibition, % at 2 µM; 120,000 tested, 0.71% active; AID 1246;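 active = inhibition above the batch mean plus 3 SD, and confirmed as a hit on visual image review, cut at about 43% in these data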;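 note: 0% = TNF-stimulated DMSO wells and 100% = unstimulated control wells; not every result past the cut was called active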
BB579 growth dn = chemicals that inhibit yeast BB579 growth in restrictive medium (lifespan-shortening candidates); S. cerevisiae BB579 growth, OD615, 48 h; inhibition, % at 10 µM; 140,000 tested, 0.51% active; AID 804;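 active = inhibition above a set limit, 3 SD over the mean compound inhibition, cut at about 44% in these data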; note: inactives centre near -24
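Detection: OD615 turbidity measurement; Material: Saccharomyces cerevisiae DeaD strain BB579, replicative lifespan model yeast; Timing: 48 h exposure, 30 °C; Doses: single 10 µM dose; Medium: CSMM-D restrictive synthetic medium containing dextrose (glucose); Controls: amphotericin B at 10 µg/mL as positive control.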
NPY-Y2 antag = blocks the human neuropeptide Y Y2 receptor; P49146; NPY-Y2 expressing cells, antagonist mode; inhibition, % at 2.7 µM; 140,000 tested, 0.99% active; AID 793; in the data active = inhibition above about 17%;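 note: 0% = vehicle with agonist challenge and 100% = reference antagonist with challenge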
Target sequence (P49146 whole entry, looked up): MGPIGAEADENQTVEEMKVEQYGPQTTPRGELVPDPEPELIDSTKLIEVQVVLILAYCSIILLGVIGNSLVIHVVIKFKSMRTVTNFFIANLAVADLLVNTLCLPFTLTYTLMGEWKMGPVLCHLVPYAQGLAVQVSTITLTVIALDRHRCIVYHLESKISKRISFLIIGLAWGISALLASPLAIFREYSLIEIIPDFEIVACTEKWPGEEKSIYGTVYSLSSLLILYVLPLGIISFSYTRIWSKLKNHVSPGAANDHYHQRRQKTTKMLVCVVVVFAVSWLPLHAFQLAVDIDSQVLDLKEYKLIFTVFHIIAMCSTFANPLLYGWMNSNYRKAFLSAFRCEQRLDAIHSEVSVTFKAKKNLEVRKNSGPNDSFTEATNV
Yeast lifespan up = yeast lifespan extension; AID 775; 130,000 tested, 0.68% active; inhibition of the nicotinamide effect, % at 10 µM; S. cerevisiae growth with nicotinamide, OD615; deaD strain in restrictive glucose medium;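 active = inhibition above a set limit, placed 3 SD over the median of all compounds, cut at about 26% in these data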;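 note: 0% = nicotinamide-treated wells and 100% = cells grown without nicotinamide; some compounds called inactive have numbers as strong as hits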
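assay system = DeaD-strain S. cerevisiae | measured by = absorbance at 615 nm | probe or stimulus = nicotinamide 1.5 mM | buffer or medium = CSMM-D glucose medium, restrictive | times = 48 h at 30 °C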
MRP1 act = activates MRP-1; H69AR cells + doxorubicin, viability rescue, CellTiter-Glo; viability increase, % at 10 µM; 140,000 tested, 0.61% active;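 active = viability gain under doxorubicin at or above a set limit, the compound median plus 3 SD, cut at about 4.7% in these data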;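 note: MRP-1 overexpressing cells given doxorubicin 25 µM after compound pretreatment; 18-22 h compound pretreatment then 72 h with doxorubicin before readout; 0% = doxorubicin-only wells and 100% = vehicle-treated cells without doxorubicin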
bCat KO growth = beta-catenin-lacking colon tumor cell growth suppression; HCT116 beta-catenin knockout viability, CellTiter-Glo, 60 h; hits give low values; viability, % at 10 µM; 140,000 tested, 1.5% active; AID 818;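 active = viability at or under a set limit, the compound median less 4 SD, cut at about 6% in these data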;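 note: 0% = Hyamine 1622 control at 20 µM and 100% = untreated cell control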
* = called active by the depositor; · = not tested or not shown.

SMILES	Measles CPE	GALR2 blocker	PTEN del growth	Phagocytosis inh	E-sel TNF inh	BB579 growth dn	NPY-Y2 antag	Yeast lifespan up	MRP1 act	bCat KO growth
O=C(CN1C(=O)NC2(CCc3ccccc3C2)C1=O)Nc1ccc(Cl)cc1F (centres undefined)	·	9.6	100.5	-5.5	·	-35.2	5.5	5.2	3.9	94.2
CCOC(=O)Nc1sc(C(=O)N(C)C)c(C)c1C(=O)OCC	12.2	0.5	98.3	1.2	10.4	-55.8	3.4	-16.0	-1.4	94.0
COc1cccc(/C=N/NC(=O)CSc2nnc(C)n2-c2ccccc2)c1O	25.8	4.1	10.1	·	-20.9	-3.2	1.2	-22.3	-0.9	6.9
CCOC(=O)c1c(NC(=O)CSc2nnc(-c3cccnc3)n2Cc2ccco2)sc(C)c1C	13.7	-8.7	70.3	-1.1	-57.3	-80.1	3.5	-6.3	-2.0	73.7
Cc1ccc(CNC(=O)CO/N=C/c2ccc3c(c2)OCO3)cc1	2.1	-0.6	95.3	-0.1	8.7	-30.9	10.2	2.2	-1.3	87.1
O=C(Cc1ccccc1Cl)Nc1cccc(S(=O)(=O)N2CCOCC2)c1	5.9	-13.2	89.2	-3.1	-11.0	-28.8	1.5	4.2	-0.3	89.5
COC(=O)c1ccc(SCc2cnc(Cl)s2)cc1	15.9	-5.4	95.9	4.9	-2.9	-20.7	4.8	-24.8	2.7	95.3
O=C(O)CC(NCc1ccco1)C(=O)OCC1CCCO1 (centres undefined)	7.6	-0.5	84.5	1.0	-57.2	-26.0	1.6	-20.9	-3.2	92.8
COc1ccc(C(NC(N)=O)c2ccccc2)cc1 (centres undefined)	6.3	-2.4	89.1	-1.5	·	-21.1	3.4	-11.3	-1.3	108.9
O=C(Nc1cccnc1)c1c(F)cccc1F	4.4	-0.8	88.1	0.2	-11.3	-32.7	-0.8	-8.4	-0.5	91.2
COc1ccc(-n2cnnc2SC(C)c2nc3sc(C)c(C)c3c(=O)[nH]2)cc1 (centres undefined)	11.7	1.1	100.4	·	15.6	-76.5	5.1	-9.8	-0.6	99.9
CNc1ncc(C(=O)c2ccccc2)s1	2.2	1.7	104.6	·	17.0	-59.1	-1.0	-14.1	-0.5	96.4
Cc1ccc(-c2nnc(SCc3ccccc3F)o2)cc1	18.3	2.5	110.2	-0.3	-38.1	-22.7	3.9	1.7	1.7	101.9
S=C(Nc1ccc(Cl)cc1)N1CCCCC1	6.6	3.3	95.1	-4.8	·	-35.5	12.2	-0.3	3.2	103.3
COc1cccc(Oc2nnnn2-c2ccccc2)c1	17.3	0.2	105.8	-0.4	-16.9	-9.8	1.2	-9.1	-0.1	97.3
COc1ccc(NC(=O)C(CCCCNC(=O)OC(C)(C)C)NC(=O)OCc2ccccc2)cc1 (centres undefined)	5.5	-4.4	78.1	-7.0	·	-15.0	1.4	-2.2	-1.1	90.0
CCn1nccc1C(=O)Nc1cc(Cl)cc(Cl)c1	0.8	-12.7	49.5	·	-4.3	-20.6	0.1	·	-6.0	53.6
CC(COc1ccccc1)N(CCCl)Cc1ccccc1 (centres undefined)	2.3	4.7	97.9	·	·	-27.8	-0.6	11.9	-1.6	94.6
CC(C)CNC(=O)COC(=O)c1cncc(Br)c1	2.7	-3.5	102.2	-2.9	-27.3	-18.9	-2.8	-1.9	-0.1	105.9
O=C(NN=C1CCCCCC1)c1cc(-c2ccccc2)nc2ccccc12	11.0	3.0	74.7	·	-38.9	-39.2	4.9	-11.7	-3.4	78.3
CCc1nnc(NC(=O)CSc2nnc(COc3ccccc3)n2-c2ccc(C)cc2)s1	7.4	-5.0	83.6	-0.2	·	0.0	6.2	0.9	-2.6	92.9
O=C(Nc1ccnc(-c2cccnc2)n1)c1cccc(Cl)c1Cl	9.9	-17.2	95.9	·	-15.6	-0.9	0.7	-13.2	-0.2	88.4
Cc1nc(N2CCN(C(=O)CCC(=O)O)CC2)c2c(C)c(C)sc2n1	23.4	4.1	99.5	-2.4	-49.1	-28.7	4.5	-7.2	0.0	86.5
CC(=O)c1nn(-c2ccccc2)cc1C(=O)c1cccc(Br)c1	20.5	2.5	57.9	-0.7	·	-27.3	3.4	2.9	-2.3	46.6
Cc1ccc(S(=O)(=O)N2CCN(C(=O)CSc3ncc(C(F)(F)F)cc3Cl)CC2)cc1	9.0	-1.8	45.0	6.2	8.5	-56.0	4.2	-0.1	-4.7	51.0
O=C(/C=C\Nc1ccc(Br)cc1)c1cccnc1	4.4	6.4	98.9	-4.0	·	-21.0	-0.7	-4.7	-0.1	96.0
COc1ccc(N(CC(=O)N2CCN(C)CC2)S(C)(=O)=O)cc1OC	50.5*	2.0	100.0	-0.4	-21.1	17.1	-0.7	-23.7	-2.3	97.2
O=C1c2ccccc2C(O)(Cc2ccccc2)N1C1CCCCC1 (centres undefined)	24.8	-6.2	91.5	0.9	6.9	-30.4	2.1	13.2	-0.6	88.4
COc1ccccc1N1CCN(C(=O)/C=C/c2ccc(C)cc2)CC1	3.1	-7.9	97.5	·	-6.4	-8.3	5.4	0.2	0.3	92.7
COC(=O)[C@H](Cc1ccccc1)NC(=O)N1CCCCC1C (some centres undefined)	9.0	7.7	94.9	-0.3	-4.4	-43.0	2.0	-0.8	-1.9	97.1
Cc1c(/C=N\NC(=O)C2COc3ccccc3O2)c2ccccc2n1C (centres undefined)	8.9	15.4	12.9	2.0	-8.9	-21.6	1.6	-7.0	-2.7	15.1
CCN(CC)S(=O)(=O)c1ccc(NC(=O)CN(c2cccc(C)c2)S(C)(=O)=O)cc1	5.8	4.0	90.6	·	-5.0	-15.2	-0.3	·	-3.5	87.7
COc1ccc2c(c1)c(C(=O)CN1CCC(C(N)=O)CC1)c(C)n2C	9.9	-1.5	72.8	-1.7	7.5	-9.2	-1.2	-20.4	-3.6	65.1
CCOC(=O)CSc1nnc(Cc2ccccc2)n1Cc1ccco1	10.3	6.7	104.1	-0.2	0.9	-14.3	4.8	-8.0	-1.5	95.3
CC1=C/C(=N\OS(=O)(=O)c2ccccc2)C(C)=CC1=O	11.6	63.4*	1.7*	3.4	-4.1	99.6*	2.0	-19.4	-2.3	1.8*
O=C(N/C(=N\O)c1ccccc1)Nc1ccc(Cl)cc1	11.5	10.5	116.2	5.5	9.8	-37.2	2.2	-11.0	-0.3	101.4
CCCCc1nc2ccccc2c(N)c1CCC (tested in a mixture with another compound)	4.0	-0.9	35.7	·	·	3.6	18.3*	10.2	-5.5	46.0
Cc1ccccc1C(=O)Nc1nc2n(n1)C(c1ccccc1)CC(=O)N2 (centres undefined)	17.9	-15.1	98.7	-0.1	12.8	-15.7	1.6	-8.5	-2.6	94.6
O=C(CSc1nc2ccccc2o1)Nc1nncs1	14.6	-0.3	107.9	-0.5	·	-6.6	6.8	-7.0	-3.2	96.0
O=S(=O)(NCCSc1ccccc1)c1cccs1	23.5	-11.1	97.3	-0.5	-37.9	1.4	-2.7	-17.7	-0.5	91.8

An excerpt from above with just BB579 growth dn and MRP1 act.
compound	BB579 growth dn	MRP1 act
COc1ccc2c(c1)c(C(=O)CN1CCC(C(N)=O)CC1)c(C)n2C	-9.2	-3.6
CCCCc1nc2ccccc2c(N)c1CCC (tested in a mixture with another compound)	3.6	-5.5

Following part
SMILES	Measles CPE	GALR2 blocker	PTEN del growth	Phagocytosis inh	E-sel TNF inh	BB579 growth dn	NPY-Y2 antag	Yeast lifespan up	MRP1 act	bCat KO growth
Cc1cc(C)c(C(=O)CSC2=NC(N)=C(C#N)C3(CCCCC3)C2C(N)=O)cc1C (centres undefined)	20.5	-14.8	69.5	0.0	13.7	-49.2	0.9	-4.4	-5.4	81.4
CCC(=O)Nc1ccc(NC(=S)NC(=O)c2cc3ccccc3o2)cc1	12.9	-0.2	97.0	-3.0	·	-35.9	1.1	-1.8	-1.2	95.0
CSc1nnc([C@H](C)NC(=O)OC(C)(C)C)o1	10.8	6.7	94.0	0.6	-17.6	-9.1	0.0	-1.9	-0.7	91.1
Cc1c(NC(=O)CN2CCCc3ccccc32)c(=O)n(-c2ccccc2)n1C	6.0	-1.5	75.8	-0.9	-14.9	-39.9	-0.6	-13.6	-2.4	83.2
COc1ccc(-n2c(SCC(=O)N3CCCCC3)nc(O)cc2=O)cc1	19.5	-14.8	109.7	-0.8	·	-7.2	-1.6	-8.7	-0.9	96.8
COc1ccc(Cc2nc3c4c(ncn3n2)Oc2ccc3ccccc3c2C4c2ccc(OC)c(OC)c2)cc1 (centres undefined)	0.4	-1.4	85.0	·	-34.3	-64.7	2.0	5.8	4.2	90.7
COc1ccccc1CNC(=O)CCNS(=O)(=O)c1cccc2nsnc12	2.4	-6.6	94.6	·	-9.3	-44.1	1.8	-6.2	0.1	104.2
Cc1ccccc1NC(=O)Cn1nnc(-c2ccc(N3CCOCC3)cc2)n1	5.8	-1.9	59.0	3.1	6.2	-49.5	0.7	-0.1	-1.5	62.0
Cc1cc(N=Cc2cc(Br)ccc2O)no1	4.8	-1.8	91.1	2.5	-12.5	-74.1	2.3	16.1	-5.3	90.1
O=C(O)Cn1nnn(-c2ccccc2)c1=S	10.3	-8.4	97.5	0.6	17.9	-24.4	0.7	-0.7	-0.4	92.7
O=C(NCc1ccc2c(c1)OCO2)C1CCCN(C(=O)c2ccc(Cl)cc2)C1 (centres undefined)	2.7	3.8	87.4	-0.6	-1.3	-23.4	1.5	-17.9	-2.2	95.3
CCN1C(=O)/C(=C\c2nc3ccccc3c(=O)n2-c2ccccc2)c2ccccc21	20.2	8.1	33.1	-6.3	·	-69.1	-0.3	7.5	-2.8	52.5
CC(C)C(NC(=O)C1CCCCC1)C(=O)NC1CCN(Cc2ccccc2)CC1 (centres undefined)	7.3	-7.3	104.7	·	·	-24.7	6.9	-5.2	-0.3	103.0
CCCCOc1cccc(NC(=O)CSc2nncn2C)c1	26.5	-5.2	100.7	-3.5	·	-8.9	-1.1	-4.2	-1.7	87.7
CC(=O)NCC(=O)OCc1ccc([N+](=O)[O-])cc1	15.2	5.2	100.0	·	9.1	-27.7	1.6	1.5	-0.8	87.9
O=C(CSc1nc2ccccc2s1)Nc1ccc2c(c1)oc1ccccc12	26.0*	15.2	91.9	-4.4	·	-33.5	8.2	-2.6	-1.7	95.4
OC(COc1ccccc1Cl)CN1CCN(CC(O)COc2ccccc2Cl)CC1 (centres undefined)	11.3	-9.4	43.0	-0.7	·	-26.1	3.6	-12.9	-5.6	43.0
CC(C)N(CCNC(=O)C1CCC(=O)N1Cc1ccc(F)cc1)Cc1ccccc1 (centres undefined)	4.2	-6.7	83.3	2.0	22.3	-38.5	9.2	-15.9	-2.6	74.2
CC(C)(C)c1ccc(OCCC(=O)Nc2cccc(S(=O)(=O)N3CCCCC3)c2)cc1	2.6	6.5	74.9	·	·	-33.7	8.1	18.7	-3.0	74.7
Cn1c(SCC(=O)NC2CCCCC2)nnc1-c1cc2ccccc2o1	11.1	5.1	93.5	2.1	13.4	5.3	2.2	-4.2	-1.0	92.1
